UBC9 SUMO inh = SUMOylation inhibition; AID 2006; inhibition, % at 35 µM; HTRF SUMOylation assay, SAE1/SAE2 + UBC9, in vitro; 290,000 tested, 0.36% active; P63279; in the data active = inhibition above about 50%, passing the limit was not always enough; note: strong numbers were not always called active
IDE cell inh = inhibits human insulin-degrading enzyme in HEK cells; FAbetaB cleavage, fluorescence polarization; inhibition, % at 5.59 µM; 320,000 tested, 0.41% active; AID 434962;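 active = percent inhibition above the average of all tested compounds plus 3 SD, set per screening campaign, cut at about 16% in these data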;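 note: IDE supplied by intact live HEK cells; FP after avidin binding of uncleaved biotin substrate so inhibition keeps polarization high; 0% = DMSO wells and 100% = 60 µM reference IDE inhibitor Ii1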
Target sequence (P14735 whole entry, looked up): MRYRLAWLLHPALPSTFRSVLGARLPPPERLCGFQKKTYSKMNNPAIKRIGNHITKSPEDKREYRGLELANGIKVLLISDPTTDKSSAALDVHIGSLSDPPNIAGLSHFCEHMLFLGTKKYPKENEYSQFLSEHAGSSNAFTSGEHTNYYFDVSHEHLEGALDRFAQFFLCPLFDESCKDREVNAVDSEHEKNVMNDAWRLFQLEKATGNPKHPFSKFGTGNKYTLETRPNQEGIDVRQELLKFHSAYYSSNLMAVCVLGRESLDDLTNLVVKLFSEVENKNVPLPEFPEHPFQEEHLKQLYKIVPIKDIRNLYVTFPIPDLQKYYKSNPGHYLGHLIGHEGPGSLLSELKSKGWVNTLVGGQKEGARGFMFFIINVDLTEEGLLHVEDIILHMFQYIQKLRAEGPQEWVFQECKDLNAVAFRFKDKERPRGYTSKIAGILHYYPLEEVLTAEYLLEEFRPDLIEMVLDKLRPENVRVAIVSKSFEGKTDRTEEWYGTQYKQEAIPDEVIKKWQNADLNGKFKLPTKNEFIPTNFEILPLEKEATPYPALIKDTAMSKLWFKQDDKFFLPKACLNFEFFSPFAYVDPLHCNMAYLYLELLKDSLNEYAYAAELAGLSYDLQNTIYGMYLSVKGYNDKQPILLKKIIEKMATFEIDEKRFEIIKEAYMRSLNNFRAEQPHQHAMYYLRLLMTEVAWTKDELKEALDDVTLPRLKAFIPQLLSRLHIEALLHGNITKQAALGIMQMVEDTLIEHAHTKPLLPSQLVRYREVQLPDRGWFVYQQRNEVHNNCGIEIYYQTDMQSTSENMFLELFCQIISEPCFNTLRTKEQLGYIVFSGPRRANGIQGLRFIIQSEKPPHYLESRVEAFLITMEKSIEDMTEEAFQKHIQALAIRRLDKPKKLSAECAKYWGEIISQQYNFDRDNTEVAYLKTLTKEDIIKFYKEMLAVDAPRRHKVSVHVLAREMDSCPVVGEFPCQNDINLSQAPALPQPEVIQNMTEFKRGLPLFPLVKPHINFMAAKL
p-CIP stab down = compounds decreasing mouse p/CIP protein stability | Q05BA5 | F442A p/CIP-EGFP cells, EGFP fluorescence, 16 h | decrease of EGFP signal, % at 10 µM | 290,000 tested, 0.01% active;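 active = EGFP signal decrease of at least 30% at 10 µM or well 3 SD below plate mean, unless failing retest; inactive = the rest, including hits failing retest or dose response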; note: some compounds called inactive have numbers as strong as hits; many of its hits are not listed in these tables
IDE act = boosts human insulin-degrading enzyme activity in HEK cells. 340,000 tested, 0.073% active. FAbeta-B cleavage, fluorescence polarization; 0% vehicle, 100% cell-free pure enzyme wells. P14735. activation, % at 5.96 µM;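 active = activation above the mean of all tested compounds plus 3 SD, set per screening campaign, cut at about 17% in these data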
PfM18AAP inh = blocks P. falciparum M18 aspartyl aminopeptidase | inhibition, % at 7.35 µM | 290,000 tested, 1.2% active | recombinant PfM18AAP, H-Glu-NHMec fluorogenic cleavage;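 active = inhibition above the campaign mean inhibition over all tested compounds plus 3 SD, cut at about 28% in these data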;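 note: 0% = plate median of test compound wells and 100% = 2 mM ZnCl2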
* = called active by the depositor; / = no result given.

UBC9 SUMO inh	IDE cell inh	p-CIP stab down	IDE act	PfM18AAP inh	mol
/	/	/	5	/	COc1ccc(C2(C)C(C#N)C(=O)NC(=O)C2C#N)cc1 (stereo not drawn)
/	/	/	4	/	O=C(Nc1ccccc1Cl)NN1CCCCCC1
/	/	/	-2	/	Cc1cccc(OCc2nnc(SCC(=O)c3c(N)n(C4CC4)c(=O)[nH]c3=O)o2)c1
/	/	/	2	/	CC(C)(C)CC(C)(C)N=C1Nc2ccccc2NC12C[C@H]1CCC(=O)N3CC[C@@H](C2)[C@@H]13 (stereo partly drawn)
/	/	/	1	/	Cc1ccc(S(=O)(=O)N2C[C@@H]3[C@H]4CC[C@H](C4)[C@@H]3[C@@H](C)[C@H]2c2ccn(Cc3ccccc3)c2)cc1
/	/	/	3	/	COc1ccc(C(CNC(=O)C(C)Sc2ccccc2)N2CCOCC2)cc1 (stereo not drawn)
/	/	/	6	/	COc1ccc(C=NNC(=S)NC23CC4CC(CC(C4)C2)C3)cc1OC
/	/	/	2	/	Cc1ccc(S(=O)(=O)N2CCOCC2)cc1NC(=O)COC(=O)c1cccc(Cl)c1Cl
/	/	/	3	/	CCc1c(Cl)nc(N)nc1Nc1ccccc1Cl
/	/	/	3	/	O=S(=O)(NCc1ccccc1)c1ccccc1NCc1ccc(Cl)cc1
/	/	/	-4	/	Cc1ccc2c(c1)S(=O)(=O)N(C)C(c1ccccc1)=C2
/	/	/	7	/	COc1cccc(NC(=O)CN(C)C(=O)CNC(=O)c2ccc(C)s2)c1
/	/	/	1	/	O=C(CSc1nc(=O)n2cc(Cl)ccc2n1)Nc1cccc2ccccc12
/	/	/	6	/	O=C(COC(=O)CSc1ccc(Cl)cc1)NCCc1ccccc1
/	/	/	4	/	COc1ccc2nc(SC(C)C(=O)NCC(=O)Nc3ccc(F)c(F)c3F)[nH]c2c1 (stereo not drawn)
/	/	/	-2	/	COc1ccc(NC(=O)NC[C@@H]2CC[C@@H](Cc3ccc(-c4ccccc4)cc3)O2)cc1
/	/	/	1	/	CCN(C(=O)COC(=O)c1cccc(S(=O)(=O)NCc2ccccc2)c1)c1ccccc1
/	/	/	0	/	Cc1c(C(=O)OCC(=O)N(CC(C)C)c2c(N)n(Cc3ccccc3)c(=O)[nH]c2=O)oc2ccccc12
/	/	/	1	/	COc1ccc(CNC(=O)c2ccc(S(=O)(=O)N3CC(C)CC(C)C3)cc2)cc1OC (stereo not drawn)
/	/	/	5	/	Cn1cc(Cc2ccccc2)c(=O)c(Cc2ccccc2)c1
/	/	/	3	/	CCOc1ccc(S(=O)(=O)N2CCN(C(=O)c3oc4ccccc4c3C)CC2)cc1
/	/	/	0	/	CC(C)(C)OC(=O)N(Cc1ccccc1)Cc1ccc(OCc2cccc(NC(=O)c3ccccc3)c2)cc1
/	/	/	3	/	CC(=O)c1c(O)cc(O)cc1O
/	/	/	7	/	COC1OC2COC(c3ccccc3)OC2C(O)C1NC(=O)c1ccccc1 (stereo not drawn)
/	/	/	3	/	Cc1ccc(S(=O)(=O)NN=C2C(=O)C3CCC2C3Cl)cc1 (stereo not drawn)
/	/	/	0	/	COc1ccc(C(CNC(=O)CCNS(=O)(=O)c2ccccc2C(F)(F)F)N2CCOCC2)cc1 (stereo not drawn)
/	/	/	-4	/	CC(NC(=O)C(Cc1ccccc1)=NO)c1ccccc1 (stereo not drawn)
/	/	/	1	/	COc1ccccc1CNCCS(=O)(=O)NCc1ccccc1
/	/	/	2	/	COc1ccc(NC(=O)N(C)C[C@H]2Oc3ccc(NS(=O)(=O)c4cn(C)cn4)cc3C(=O)N([C@H](C)CO)C[C@@H]2C)cc1
/	/	/	2	/	CN1CCN(S(=O)(=O)c2cccc(C(=O)N(C)CC(=O)Nc3ccc(Cl)c(Cl)c3)c2)CC1
/	/	/	3	/	COC(=O)[C@@]1(Cc2ccccc2)[C@H]2C(=O)N(C)C(=O)[C@H]2[C@H]2CN=C(SCc3ccc(C)cc3)N21
/	/	/	6	/	COc1ccc(C(=Cc2ccccc2)C(=O)O)cc1
/	/	/	5	/	O=C1NC(=O)N(C2CCCCC2)CC1Br (stereo not drawn)
/	/	/	-3	/	CCN(c1ccccc1)S(=O)(=O)c1ccc(OC)c(NC(=O)c2c(C)noc2C)c1
/	/	/	-5	/	NC(CSC1(c2ccc(Cl)cc2)c2ccccc2-c2ccccc21)C(=O)O (stereo not drawn)
/	/	/	2	/	O=[N+]([O-])c1ccc(COc2ccccc2CN2CCCCC2)cc1
/	/	/	2	/	O=C(CSc1nnc2ccc(-c3cccnc3)nn12)Nc1cccc(F)c1
/	/	/	0	/	O=[N+]([O-])c1ccc2nc(NN=Cc3ccc(O)cc3)sc2c1
/	/	/	-4	/	COc1ccccc1N1CCN(CCCN2CC(=O)N3CCCCC3C2=O)CC1 (stereo not drawn)
/	/	/	1	/	CCOC(=O)C1=C(COC(=O)CNS(=O)(=O)c2ccc(NC(C)=O)cc2)NC(=O)NC1C (stereo not drawn)
/	/	/	2	/	Cc1ccc(S(=O)(=O)NCCCNS(=O)(=O)c2ccccc2Br)cc1
/	/	/	3	/	CC(C(=O)Nc1ccc(S(=O)(=O)N2CCCC2)cc1)N1CCCC(C(N)=O)C1 (stereo not drawn)
/	/	/	5	/	O=c1nc2n(CCO)c3ccccc3cc-2c(=O)[nH]1
/	/	/	-3	/	O=C1CCCc2cc3c(cc21)CCCC3
/	/	/	0	/	O=C1CSc2ccccc2N1
/	/	/	-2	/	CCCNS(=O)(=O)c1cc2c(cc1Br)CCN2C(=O)CC
/	/	/	0	/	CCCCN([C@H](CO)C(C)C)S(=O)(=O)c1ccccc1Br
/	/	/	4	/	CCN(CC)C(=O)[C@H]1C[C@H](CC(=O)NCCCN(C)C)C(=O)N2CCc3c([nH]c4cc(-c5ccco5)ccc34)[C@]12C
/	/	/	0	/	CC(=NNC(=S)SCc1ccccc1)c1ccccn1
/	/	/	0	/	CSc1nc2[nH]c(=O)[nH]c2c(=O)[nH]1

A second format for part of the listing above:
The line under a structure holds: UBC9 SUMO inh, IDE cell inh, p-CIP stab down, IDE act, PfM18AAP inh
- O=c1nc2n(CCO)c3ccccc3cc-2c(=O)[nH]1
→ /, /, /, 5, /
- COC(=O)[C@@]1(Cc2ccccc2)[C@H]2C(=O)N(C)C(=O)[C@H]2[C@H]2CN=C(SCc3ccc(C)cc3)N21
→ /, /, /, 3, /
- O=[N+]([O-])c1ccc2nc(NN=Cc3ccc(O)cc3)sc2c1
→ /, /, /, 0, /
- CCOC(=O)C1=C(COC(=O)CNS(=O)(=O)c2ccc(NC(C)=O)cc2)NC(=O)NC1C (stereo not drawn)
→ /, /, /, 1, /

Entries from the list above with two or more sulfur atoms:
UBC9 SUMO inh	IDE cell inh	p-CIP stab down	IDE act	PfM18AAP inh	mol
/	/	/	2	/	Cc1ccc(S(=O)(=O)NCCCNS(=O)(=O)c2ccccc2Br)cc1
/	/	/	0	/	CC(=NNC(=S)SCc1ccccc1)c1ccccn1

3 structures from above, sorted by SMILES length, largest number first.
UBC9 SUMO inh	IDE cell inh	p-CIP stab down	IDE act	PfM18AAP inh	mol
/	/	/	4	/	CCN(CC)C(=O)[C@H]1C[C@H](CC(=O)NCCCN(C)C)C(=O)N2CCc3c([nH]c4cc(-c5ccco5)ccc34)[C@]12C
/	/	/	2	/	Cc1ccc(S(=O)(=O)NCCCNS(=O)(=O)c2ccccc2Br)cc1
/	/	/	0	/	O=[N+]([O-])c1ccc2nc(NN=Cc3ccc(O)cc3)sc2c1

(next part)
UBC9 SUMO inh	IDE cell inh	p-CIP stab down	IDE act	PfM18AAP inh	mol
/	/	/	-6	/	O=[N+]([O-])c1cc2no[n+]([O-])c2cc1N1CCCCC1
/	/	/	-22	/	CN(C(=O)c1cccc(NC(=O)Cc2cccc(NC(=O)C3CCN(C(=O)CCc4ccccc4)CC3)c2)c1)C1CC1
/	/	/	4	/	CON=C1C=C(C)C(=O)C(C)=C1C
/	/	/	0	/	O=C(CCc1nc2ccccc2c(=O)[nH]1)NCCN1C(=O)S/C(=C\c2ccc(OC(F)F)cc2)C1=O
/	/	/	9	/	c1ccc2c(c1)nc1n2CCC1
/	/	/	2	/	COCCN(C(=O)c1cc(CN2C(=O)c3ccccc3C2=O)ccc1OC)c1c(N)n(CC(C)C)c(=O)[nH]c1=O
/	/	/	8	/	O=C1C=CC(=O)c2c(O)c(N3CCN(CCO)CC3)c(Cl)c(O)c21
/	/	/	1	/	Cc1ccc(OCCCC(=O)Nc2cc(S(=O)(=O)N3CCOCC3)ccc2N2CCOCC2)cc1
/	/	/	-4	/	Cc1ccc(S(=O)(=O)N2CCN(C(=O)COC(=O)/C=C/c3ccc(OC(F)F)cc3)CC2)cc1
/	/	/	1	/	COc1ccc(C(=O)NCC(C)(C)N2CCOCC2)cc1S(=O)(=O)NCc1ccc(Cl)cc1
/	/	/	2	/	COC(=O)[C@@]1(Cc2ccccc2)[C@H]2C(=O)N(Cc3ccccc3)C(=O)[C@H]2[C@H]2CN=C(SCc3ccccc3)N21
/	/	/	3	/	COc1ccc(C(CNC(=O)c2ccc(S(=O)(=O)Nc3cccc(C)c3C)cc2)N2CCOCC2)cc1 (stereo not drawn)
/	/	/	5	/	COC(=O)[C@H](C(C)C)N(Cc1ccccc1)S(=O)(=O)CCN1CCN(c2ccccc2)CC1
/	/	/	3	/	O=C(COC(=O)c1ccc(-n2cnnn2)cc1)c1ccc(Br)cc1
/	/	/	1	/	CCCCn1cnc2c(SCc3ccc(Cl)cc3)nc(N)nc21
/	/	/	2	/	COc1ccc2[nH]c3c(c2c1)CCN1C(=O)C(CC(=O)NCc2ccc(OC)c(OC)c2)C[C@H](C(=O)N2CCOCC2)[C@@]31C (stereo partly drawn)
/	/	/	2	/	O=C(O)[C@H]1CC=C[C@H]2CCN(Cc3ccc(Cl)c(Cl)c3)C(=O)[C@@H]12
/	/	/	3	/	COc1ccc(N)c(C)c1
/	/	/	5	/	O=C(O)c1ccc(Cn2cnc3c(=O)[nH]cnc32)cc1
/	/	/	1	/	Oc1[nH]c2ccccc2c1N=Nc1c(F)c(F)c(F)c(F)c1F
/	/	/	2	/	O=C1CC(c2ccccc2)=NO1
/	/	/	4	/	COCCCNC(=O)Cn1cnc(C(=O)Nc2ccc(C)c(C)c2)n1
/	/	/	2	/	COc1ccc(-c2ccc(-c3cc(=O)oc4cc(OC)c(OC)c(OC)c34)cc2)cc1OC
/	/	/	3	/	CN(CC(=O)Nc1cccc(F)c1)C(=O)/C=C/c1ccc(S(=O)(=O)N2CCCCCC2)cc1
/	/	/	9	/	COc1cc(CCNC2=CC(=O)c3ncccc3C2=O)ccc1O
/	/	/	4	/	CC(C)Cc1ccc(C(C)CC2=CCC(CN(C)C)C2=O)cc1 (stereo not drawn)
/	/	/	-3	/	N#CC1=CC2CN(Cc3ccccc3)C1C1C(=O)N(c3ccccc3)C(=O)C21 (stereo not drawn)
/	/	/	-4	/	Oc1ccc2ccccc2c1/C=C/c1ccc2c(Br)cc(Br)c(O)c2n1
/	/	/	-2	-5	CCOC(=O)c1c(NC(=O)CSc2nnc(-c3ccncc3)n2Cc2ccco2)sc(C(C)=O)c1C
/	/	/	3	9	O=C1c2ccccc2C(=O)N1CCC(=O)N1CCc2ccccc21
/	/	/	1	3	c1ccc(-c2nnc(Cn3c4ccccc4c4nc5ccccc5nc43)o2)cc1
/	/	/	1	-12	COc1cccc(C2CC(c3ccccc3Cl)Nc3ncnn32)c1 (stereo not drawn)
/	/	/	0	-10	COc1ccc(CC(=O)NCc2nnc(SCC(=O)N3CCN(c4ccccc4)CC3)n2C)cc1
/	/	/	4	-10	CCn1c(=O)c(C(=O)Nc2cccnc2)c(O)c2ccccc21
/	/	/	3	-7	COc1cccc(CC(NC(C)=O)C(=O)NC2CCN(c3c4c(nc5ncnn35)CCC4)CC2)c1 (stereo not drawn)
6	/	-4	-3	/	CCOc1ccc(-n2c(SCC(=O)Nc3ccc4c(c3)OCO4)nc3c(c2=O)SCC3)cc1
/	3	/	-3	/	COc1ccccc1N(CCC#N)C(=S)Nc1ccc(S(=O)(=O)N2CCOCC2)cc1

6 entries from above in a different format.
| molecule | UBC9 SUMO inh | IDE cell inh | p-CIP stab down | IDE act | PfM18AAP inh |
| --- | --- | --- | --- | --- | --- |
| CC(C)Cc1ccc(C(C)CC2=CCC(CN(C)C)C2=O)cc1 (stereo not drawn) | / | / | / | 4 | / |
| N#CC1=CC2CN(Cc3ccccc3)C1C1C(=O)N(c3ccccc3)C(=O)C21 (stereo not drawn) | / | / | / | -3 | / |
| Oc1ccc2ccccc2c1/C=C/c1ccc2c(Br)cc(Br)c(O)c2n1 | / | / | / | -4 | / |
| CCOC(=O)c1c(NC(=O)CSc2nnc(-c3ccncc3)n2Cc2ccco2)sc(C(C)=O)c1C | / | / | / | -2 | -5 |
| O=C1c2ccccc2C(=O)N1CCC(=O)N1CCc2ccccc21 | / | / | / | 3 | 9 |
| c1ccc(-c2nnc(Cn3c4ccccc4c4nc5ccccc5nc43)o2)cc1 | / | / | / | 1 | 3 |

These rows are one share of the data, so the mix of outcomes need not match the whole.
